# RXFP1 antagonist: blocks the human relaxin receptor RXFP1; Q9HBX9; HEK293-RXFP1, relaxin-stimulated cAMP HTRF, 30 min; stronger effect = lower value; activity change, negative = inhibition, % at 57.5 µM; 350,000 compounds, 0.59% hits; AID 1259400;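 active means activity change of -60% or lower, but not beyond a set lower limit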; further: on the % scale 0 is the no-effect control and ±100 the full control effect
# D2 PAM: D2 dopamine receptor (human) potentiation; 340,000 compounds, 0.34% hits; P14416; HEK293 T-REx D2, calcium flux, EC20 dopamine potentiation; potentiation, % at 10 µM;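 active means potentiation over 3 SD above the plate norm, cut at about 30% in these data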; further: 0% is about no effect
# Target sequence (P14416 whole entry, looked up): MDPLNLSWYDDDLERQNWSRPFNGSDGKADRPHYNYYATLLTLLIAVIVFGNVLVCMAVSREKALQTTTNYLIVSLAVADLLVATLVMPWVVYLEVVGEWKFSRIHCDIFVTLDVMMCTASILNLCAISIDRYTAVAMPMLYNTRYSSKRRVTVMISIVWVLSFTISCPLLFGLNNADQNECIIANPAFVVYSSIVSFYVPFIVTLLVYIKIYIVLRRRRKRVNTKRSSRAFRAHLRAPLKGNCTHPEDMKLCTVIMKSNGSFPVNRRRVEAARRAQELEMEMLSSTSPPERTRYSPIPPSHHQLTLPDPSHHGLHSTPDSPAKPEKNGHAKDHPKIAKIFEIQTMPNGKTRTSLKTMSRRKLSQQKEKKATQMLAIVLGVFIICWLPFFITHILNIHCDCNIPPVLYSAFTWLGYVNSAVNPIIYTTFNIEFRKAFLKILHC
#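 Potentiation of an EC20 dopamine calcium response measured kinetically over 180 s, after a preceding 180 s compound-only read flagging agonists. Cells: inducible Hek293 Trex D2 line, 4000/well, cultured overnight at 30 C before dye loading.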
# RXFP1 agonist: RXFP1 (human) receptor agonism | Potency, µM (highest dose often 57.5 µM), for inactives: at the highest dose activation, usual class: activators | Q9HBX9 | HEK293T-RXFP1 cAMP TR-FRET, 30 min; response scale: percent of porcine relaxin response, buffer zero | 370,000 compounds, 0.3% hits; active means well fitted activation curve with a large enough effect; further: potency means the concentration at half of the fitted maximal effect; on the % scale 0 is the no-effect control and ±100 the full control effect; nearly all actives have a fitted effect of over 60% in size; many of its hits are not listed in these tables
#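 HEK293T cells stably expressing RXFP1 were pretreated with the PDE4 inhibitor Ro 20174, exposed to compounds for 30 min at 37C, lysed, and cAMP was read by TR-FRET. Data normalized to buffer (basal) and 29 nM porcine relaxin (100%).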
# D1 PAM: enhances dopamine response at the human D1 receptor | potentiation, % at 10 µM | 360,000 compounds, 0.036% hits | HEK293 TREx D1 cells, calcium flux, dopamine EC20 potentiation | P21728 | AID 504651; in the data active means potentiation above about 30%; further: 0% is about no effect
# D1 ag: agonists of human D1 dopamine receptor | P21728 | HEK293 T-REx D1 cells, calcium flux, agonist mode | activation, % at 2 µM | 360,000 compounds, 1% hits | AID 504660; in the data active means activation above about 30%; further: 0% is about no effect
#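 Tetracycline-induced HEK293 TREx D1 cells, force-coupled to calcium signalling, were dye-loaded with a no-wash calcium kit. Compound was pin-added after a 10 s baseline. Fluorescence was read kinetically at 1 cycle/s for 180 s, with calcium rises flagged as agonism.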
# D2 antagonist: antagonizes the human D2 dopamine receptor; inhibition, % at 10 µM; HEK293 TREx D2 cells, calcium flux, dopamine EC80; 340,000 compounds, 2% hits; P14416; in the data active means inhibition above about 30%; further: 0% is about no effect
#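 Tetracycline-induced HEK293 T-REx cells expressing D2 force-coupled to calcium signalling were dye-loaded, exposed to compound for 180 s, then challenged with an EC80 of dopamine; calcium flux was followed kinetically for a further 180 s.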
# D1 antag: antagonists of human D1 dopamine receptor; P21728; HEK293 TREx D1 cells, calcium flux, dopamine EC80; stronger effect = lower value; activity change, negative = inhibition, % at 10 µM; 360,000 compounds, 3.2% hits; AID 504652; in the data active means activity change below about -30%; further: on the % scale 0 is the no-effect control and ±100 the full control effect
#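 Tetracycline-induced HEK293 T-REx cells with force-coupled D1 receptor were loaded with a no-wash calcium dye. Compound was added after a 10 s baseline and read kinetically for 180 s; EC80 dopamine was then added and calcium flux followed another 180 s.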
# D2 ag: agonists of human D2 dopamine receptor | P14416 | HEK293 T-REx D2 cells, calcium flux agonist mode | activation, % at 2 µM | 340,000 compounds, 0.53% hits;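 active means activation over 3 SD above normal in the single-dose calcium agonist read, cut at about 30% in these data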; further: 0% is about no effect
#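 Tetracycline-induced HEK293 T-REx cells with force-coupled D2 receptor, plated overnight at 30 C, loaded with no-wash calcium dye. After a 10 s baseline, compound was pin-added and calcium flux read kinetically for 180 s; calcium rises flagged agonists.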
# TRHR enhancer: TRH receptor (human) allosteric enhancement. P34981. TRHR cells, fluo-8 calcium fluorescence, EC20 TRH enhancement. enhancement, % at 2 µM. 360,000 compounds, 0.66% hits. AID 493056; in the data active means enhancement above about 30%; further: 0% is about no effect
# Target sequence (P34981 whole entry, looked up): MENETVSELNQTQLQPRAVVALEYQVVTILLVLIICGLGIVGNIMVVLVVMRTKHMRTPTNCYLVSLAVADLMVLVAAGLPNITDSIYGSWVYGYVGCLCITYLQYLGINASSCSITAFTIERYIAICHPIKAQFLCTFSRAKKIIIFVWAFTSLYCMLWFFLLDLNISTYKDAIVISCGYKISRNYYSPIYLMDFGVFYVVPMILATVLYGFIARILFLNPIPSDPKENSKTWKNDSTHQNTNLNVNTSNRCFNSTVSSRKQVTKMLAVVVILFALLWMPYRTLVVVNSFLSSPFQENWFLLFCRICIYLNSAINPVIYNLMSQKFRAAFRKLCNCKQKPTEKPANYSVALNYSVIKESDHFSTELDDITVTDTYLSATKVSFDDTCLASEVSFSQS
#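 Enhancer read-out: after compound pinning and an initial kinetic agonist-mode read, an EC20 of TRH (10 nM final) was injected and fluo-8 calcium signal (Ex 480/Em 530) followed at 1 s/cycle for 100 cycles in TRHR-expressing cells.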
# The depositor's hits bear a star; / = no result given; & = joins results of further samples; ! = not active in a repeat. Only part of the results is shown; rates above refer to the full screens.
SMILES,RXFP1 antagonist,D2 PAM,RXFP1 agonist,D1 PAM,D1 ag,D2 antagonist,D1 antag,D2 ag,TRHR enhancer
CC(C)=CC1C=C(C)C(C)C2C(=O)NNC(=O)C12 (stereo not given),-7.0,/,2.2%,-3.5,4.4,/,7.0,/,1.7
CCCn1c(=O)c(Cc2ccccc2)c(O)c2ccccc21,-5.3,-10.9,9.2%,-5.2,3.5,-4.0,-11.1,-2.1,5.3
Cc1nn(-c2nnc(C)c(=O)[nH]2)c(C)c1SCC(=O)Nc1ccc(F)cc1,0.1,/,-1.0%,-2.6,1.7,-1.8,-5.1,3.6,8.2
Cc1ccccc1C(=O)N1CCCC(CCC(=O)N2CCN(c3ccccn3)CC2)C1 (stereo not given),5.4,2.9,2.0%,-6.1,4.1,-4.8,4.3,-0.3,28.2
CCOc1ccc(S(=O)(=O)c2c(C(=O)c3ccc(C)cc3)cnc3cc4c(cc23)OCCO4)cc1,-1.5,7.7,-0.1%,-7.7,7.3,3.7,0.7,-1.5,4.0
N#C/C(=N/Nc1ccccc1F)C(=N)N1CCOCC1,-6.0,-13.6,0.5%,1.9,1.2,15.6,15.2,0.5,10.4
CCCN1CCN(CCCNC(=O)c2ccc(NC(=O)C3=C(C)OCCS3)cc2)CC1,2.0,/,0.1%,12.8,2.9,/,24.1,/,5.8
COc1cccc(/C=C2\SC(=O)N(CCC(=O)NCCCn3ccnc3)C2=O)c1,21.7,16.3,-1.0%,-9.1,-0.2,12.8,0.5,0.4,11.6
O=C(CC1SC(=Nc2ccccc2)N(CCc2c[nH]c3ccccc23)C1=O)Nc1ccccc1F (stereo not given),-1.1,14.6,6.7%,-8.2,2.5,0.1,-0.4,2.0,-1.5
CC1(C)NC(C)(C)c2nonc2/C1=N\O,-2.6,7.3,2.7%,1.9,3.7,-1.2,-14.0,-0.8,8.1
CCOP1(=O)OCC2OC(n3cnc4c(N)ncnc43)C(O)C2O1 (stereo not given),32.0,-3.1,10µM*,-6.3,1.9,-9.3,1.0,0.1,-5.3
C/C(=N/NC(=O)c1ccncc1)c1ccccc1,5.7,0.6,-0.4%,-1.2,1.7,0.6,-24.7,0.6,0.9
CN(c1ccccc1)S(=O)(=O)c1nnc(NC(=O)C2CCCCC2)s1,-7.4&4.0,5.6&9.6,2.6%&-0.3%,-5.3&-4.7,7.4&16.9,-8.4,-36.6*!,-0.1&0.6,-0.6&-10.9
Cc1cc(F)ccc1NC(=O)CCc1c(C)nn(-c2ccc(N3CCCCC3)nn2)c1C,35.9,2.9,8.7%,-3.0,3.3,2.9,-0.5,-1.0,0.8
COC(=O)C1=C(N)Oc2c(oc(CO)cc2=O)C1c1ccccc1F (stereo not given),2.8,15.6,1.7%,-3.2,3.4,-5.6,2.8,-0.7,5.8
O=C(NNC(=O)C1COc2ccccc2O1)c1cccc([N+](=O)[O-])c1 (stereo not given),14.7,-2.7,1.7%,1.8,4.1,14.1,-8.1,-0.7,-3.7
Cc1ncc(CN2CCC(C(=O)Nc3ccc(Oc4cccnc4)cc3)CC2)cn1,-7.0,6.5,2.8%,1.9,3.1,0.2,-5.6,0.9,-3.7
O=C(CCCN1C(=O)C(c2ccccc2)Oc2cccnc21)Nc1ccc(Br)cc1F (stereo not given),/,-4.7,5.1%,-6.0,2.7,/,1.2,0.0,-3.3
CCN=C1S/C(=C\c2cc(Br)c(O)c(OC)c2)C(=O)N1CC,1.4,3.6,1.1%,0.7,20.8,-9.2,0.7,3.9,-1.3
CCn1c(SC(C)C(=O)NCC2CCCO2)nc2ccccc21 (stereo not given),0.8,-4.5,-0.6%,-6.2,0.7,31.0*,5.3,-2.2,3.0
Cn1nc(-c2ccc(N3CCCCC3)c(NC(=O)c3ccc(Cl)cc3)c2)c2ccccc2c1=O,/,12.5,2.2%,-1.8,3.0,/,-9.7,0.2,2.5
Cc1[nH]nc2c1C(c1cccnc1)N(c1ccc(Br)cc1)C2=O (stereo not given),14.8,10.6,-3.9%,5.8,-3.5,-0.5,10.0,0.6,4.7
O=C(COC(=O)c1cncc(Br)c1)NC1CCCCCC1,-6.5,11.3,8.2%,2.2,3.3,-2.7,-9.9,0.7,2.0
CCCc1cc(=O)oc2cc(OCC(=O)N3CCC(C(N)=O)CC3)ccc12,/,-8.3,2.8%,-3.5,2.2,9.1,-15.6,-0.2,13.5
CCOc1ccc(C(=O)NCC(=O)N2CCN(C/C=C/c3ccccc3)CC2)cc1OCC,-6.1,-2.4,-0.5%,-6.2,0.2,7.5,20.0,21.1,-4.1

# Complete entries as entered above. Order of screens: RXFP1 antagonist	D2 PAM	RXFP1 agonist	D1 PAM	D1 ag	D2 antagonist	D1 antag	D2 ag	TRHR enhancer
# `O=C(NNC(=O)C1COc2ccccc2O1)c1cccc([N+](=O)[O-])c1` (stereo not given) in the list: 14.7	-2.7	1.7%	1.8	4.1	14.1	-8.1	-0.7	-3.7
# `CCOP1(=O)OCC2OC(n3cnc4c(N)ncnc43)C(O)C2O1` (stereo not given) in the list: 32.0	-3.1	10µM*	-6.3	1.9	-9.3	1.0	0.1	-5.3
# `CCOc1ccc(C(=O)NCC(=O)N2CCN(C/C=C/c3ccccc3)CC2)cc1OCC` in the list: -6.1	-2.4	-0.5%	-6.2	0.2	7.5	20.0	21.1	-4.1

# The main list resumes; the 2 compounds before the break are reprinted first.
SMILES,RXFP1 antagonist,D2 PAM,RXFP1 agonist,D1 PAM,D1 ag,D2 antagonist,D1 antag,D2 ag,TRHR enhancer
CCCc1cc(=O)oc2cc(OCC(=O)N3CCC(C(N)=O)CC3)ccc12,/,-8.3,2.8%,-3.5,2.2,9.1,-15.6,-0.2,13.5
CCOc1ccc(C(=O)NCC(=O)N2CCN(C/C=C/c3ccccc3)CC2)cc1OCC,-6.1,-2.4,-0.5%,-6.2,0.2,7.5,20.0,21.1,-4.1
CCCC(=O)Nc1nc2ccc3nc(C)sc3c2s1,3.2,-5.8,-3.1%,-3.1,0.8,3.0,-0.1,-0.5,-0.6
Cc1cc(C)n2nc(C(=O)OCC(=O)c3cc(C)n(CC4CCCO4)c3C)nc2n1 (stereo not given),1.4,2.2,2.3%,12.8,1.7,11.9,7.7,2.3,4.2
COc1ccc(CN2CCN(C(=O)CCC(=O)Nc3nnc(C(C)C)s3)CC2)cc1F,-22.7,3.7,-0.4%,-2.3,7.1,-0.8,-8.7,1.1,-5.2
COCc1c(C(=O)N(C)Cc2ccccc2N2CCCC2)oc2ccccc12,-12.5,-1.1,-0.6%,-3.2,0.3,-11.9,21.7,-0.1,1.5
COc1cc(NC(=O)c2cccnc2)c(Cl)cc1NC(=O)c1ccccc1,-10.1,2.1,0.3%,-3.5,2.5,-6.9,0.9,-0.2,1.6
C/C(CC(=O)Nc1ccccn1)=N\NC(=O)Cc1cccc2ccccc12,6.6,-3.0,1.3%,-0.8,1.3,-9.9,-1.4,-0.5,-0.4
Cc1ccc(/C=C(\C#N)c2nc3ccccc3c(=O)[nH]2)cc1,0.4,-5.8,1.0%,-2.7,1.5,/,-28.9,1.1,0.2
CCOC(=O)Cn1nc(C)c(NC(=O)c2ccc([N+](=O)[O-])c(C)c2)c1C,6.8,-4.5,-1.8%,-4.7,4.3,3.3,-0.3,2.2,0.0
COc1ccc(-c2cc3c(=O)n(CC(=O)Nc4ccc(Br)c(C)c4)ccn3n2)cc1OC,-1.3,0.3,1.4%,-0.7,-0.5,/,8.4,-0.4,-5.4
CCOc1cccc(-c2cc(C(=O)N3N=C(C)CC3(O)C(F)F)c3ccccc3n2)c1 (stereo not given),-5.0,1.9,-4.1%,-9.1,1.9,-10.1,18.8,-0.6,1.6
CCCCCCCCCCOC(=O)c1csc2nnsc12,0.0,/,1.6%,-5.6,1.6,/,-8.0,/,-9.5
CCCCNC(=O)Cn1c(=O)c2c(ncn2CCC(C)C)n(Cc2ccccc2)c1=O,-16.6,/,1.2%,3.4,1.7,2.9,-20.3,-1.0,-8.9
COc1ccc(N2CCN(CC(=O)NC(=O)NCc3ccccc3)CC2)cc1,-1.7,1.8,2.0%,-4.2,1.1,-4.3,12.9,-0.3,6.0
COc1ccc(-c2csc(Cc3nnc4n3CCCCC4)n2)cc1,9.9,-12.3,-1.4%,-0.6,1.3,-8.0,-7.2,0.1,0.5
Clc1nc2c(ccc3ccccc32)[nH]1,5.0,-7.2,-0.2%,-5.3,0.1,-3.1,-1.8,-1.0,-1.5
COc1ccc(Cl)cc1NC(=O)Nc1ccc(Br)cn1,-5.6,6.9,0.0%,-1.6,4.8,0.2,3.1,0.8,8.1
COc1ccc(NC(=O)/C(=C\c2cccs2)NC(=O)c2ccco2)cc1,2.3,-2.6,-0.1%,-3.8,1.0,-21.7,4.8,-0.6,4.6
c1cc2c3c(cccc3c1)NC1(CCCCCC1)N2,-15.7,-1.0,0.1%,-0.9,2.0,18.5,-5.3,-0.9,18.7
O=C(CN1CCN(S(=O)(=O)c2ccc(Cl)s2)CC1)N1CCOCC1,-9.1,-6.1,0.8%,-5.0,-0.4,-9.8,-20.6,0.5,2.3
O=C1C2C(C(=O)N1c1ccccc1)N1CCCN1C2c1ccccc1 (stereo not given),-11.6,0.9,-2.0%,-1.8,0.6,-8.3,-23.9,1.8,-0.9
O=C(c1cc(-c2ccc(Cl)cc2)nc2ccccc12)N1CCOCC1,-7.9,8.2,0.1%,2.7,1.3,-0.1,-2.0,-0.1,8.3
S=C(Nc1ccccc1)N1CCN(C(=S)c2ccccc2)CC1,-6.4,-1.4,-0.3%,-0.8,-0.7,-2.5,/,0.0,-0.1
N#Cc1ccc(C2=NC(C(F)(F)F)(C(F)(F)F)c3c(n(Cc4ccco4)c(=O)[nH]c3=O)N2)cc1,-1.7,10.7,-1.6%,-3.0,3.4,6.1,-21.7,-0.3,4.0
O=C(c1cc2ccccc2oc1=O)N(Cc1cccc(Br)c1)C1CCS(=O)(=O)C1 (stereo not given),-19.9,10.6,-2.7%,1.1,0.4,-11.6,8.0,0.9,-1.5
CNc1nc(-c2ccc3c(c2)CCN3C(=O)c2ccccc2F)c(C)s1,-8.5,3.5,6.0%,0.7,1.8,-19.0,-2.9,1.8,1.2
CCn1c(=O)c2ccccc2n2c(SCC(N)=O)nnc12,0.3,-9.9,18.8%,4.0,4.1,7.8,12.5,0.0,3.0
COc1ccc(CN2C(=O)CNC2=S)cc1,-3.7,3.4,0.8%,-3.5,3.0,-8.3,15.0,0.3,2.6
O=C(/C=N/NC(=O)c1ccccc1Br)c1ccccc1,1.4,-5.3,-0.8%,-3.8,0.6,13.5,8.5,0.5,-3.0
COc1ccc(C)cc1NC(=O)CC1NCCNC1=O (stereo not given),-1.7,-2.2,7.6%,-2.2,-0.7,/,12.3,-0.6,1.4
CNC(=S)N(CCc1c(C)[nH]c2ccc(C)cc12)Cc1cccnc1,/,3.9,-1.5%,-7.0,-0.4,15.7,-3.7,-0.6,-5.2

# Assay outcomes from PubChem.
